Screening data as filed in PubChem BioAssay.
MT stabilize HCS = microtubule stabilizers in HeLa cells; HeLa tubulin immunostaining HCS, 24 h; share of cells brighter than vehicle mean+2SD; % tubulin-high responders, % at 10 µM; hit rate 0.83% among 200,000;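 active = plate Z-score above 3 for both tubulin-high and condensed-nucleus cell shares, with cell loss under 80%, at 10 µM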;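 note: anti alpha tubulin signal scored within the nucleus-defined area of each cell; some results filed as inactive read as strong as hits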
Hep lipid drop = hepatic lipid droplet formation modulation; inhibition, % at 6.5 µM; hit rate 0.4% among 240,000; AID 1656; AML12 mouse hepatocytes, oleate lipid droplets, BODIPY imaging;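 active = lipid droplet intensity inhibited by at least 50%, with more than 500 cells counted; inconclusive = wells with under 300 cells, treated as cytotoxic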
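Test system: AML12 hepatocytes (mouse); reagent: oleate loading, 100 µM; dosing: one dose, 6.5 µM compound; incubation: overnight exposure; signal: fluorescence imaging, 20x objective, two fields per well; read-out basis: % inhibition of corrected integrated BODIPY droplet signal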
XIAP antagonists = small molecules displacing peptide from XIAP – biochemical, IAP family, fluorescence polarization (AID 1018) | XIAP BIR domain, fluorescence polarization peptide displacement; higher % means a stronger effect | one-dose displacement, % at 20 µM; IC50 in µM for titrated hits | hit rate 0.007% among 200,000; in the data active = displacement above about 50%; note: a part of the inactive calls stands beside numbers as strong as those of hits
b-catenin transl = alters nuclear translocation of beta-catenin in HeLa cells; immunofluorescence imaging; nuclear translocation activity, % at 5 µM; hit rate 0.3% among 190,000;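 active = nuclear translocation activity above 50% at 5 µM, with a well cell count of 50 or more; inconclusive = wells under 50 cells across six images, flagged as toxic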;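 note: per-cell ratio of nuclear to cytoplasmic median beta-catenin stain intensity; plate controls were DMSO negative control for no effect and GSK-3 inhibitor IX positive control for full effect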
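Test system: HeLa cells, endogenous beta-catenin; Compound: single 5 µM dose plus 0.02–20 µM confirmation series; Times: compound exposure 24 h at 37°C; Signal: fluorescence imaging of beta-catenin antibody stain plus DAPI; Read-out: % activation, nuclear-to-cytoplasmic median beta-catenin signal ratio per cell.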
CSM14.1 death rescue = protection against thapsigargin-triggered cell killing – 384-well, CSM14.1, ATP luminescence, primary screen (AID 1222). CSM14.1 thapsigargin-induced death rescue, ATP luminescence; higher % means a stronger effect. one-dose cellular ATP content (survival), % at 20 µM; EC50 in µM for titrated hits. 190,000 tested, under 10 active;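 active = EC50 below 50 µM in the dose-response confirmation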;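 note: death triggered by thapsigargin at about 15 µM added after 2 h compound pretreatment; cell ATP read after overnight thapsigargin exposure of roughly 18 to 22 hours; normalized against plate controls of thapsigargin alone and 5% DMSO vehicle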
WT yeast gro inh = growth inhibition of WT yeast, mitochondrial fusion screen | mitochondrial fusion phenotypic screen, WT strain | hit rate 2.1% among 190,000 | inhibition, % at 10 µM; in the data active = inhibition above about 58%; tested in S. cerevisiae
Autophagy HCS = modulators of autophagy | MEF GFP-LC3 puncta imaging; test concentration mostly 10 µM | calls only at 10 µM (by protocol) | hit rate 0.98% among 190,000 | AID 463193;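 active = percentage of spot-positive cells more than 3 SD above its plate mean, without a fluorescence outlier flag or 80% toxicity; inconclusive = no clear call, values can overlap the other calls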;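 note: spot-positive cell cutoff set from DMSO-treated cells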
Dynein cargo inh = dynein cargo transport inhibition; AID 1381; 3617.4 mouse cells, GR-EGFP nuclear translocation imaging; test concentration mostly 20 µM; stimulated with dexamethasone, 1 µM; hits give low values; z-score, hits read low; hit rate 0.47% among 220,000;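 active = plate z-score of nuclear minus cytoplasmic receptor signal below a set negative limit, without overly bright fluorescence or cell loss, cut at about -3.5 in these data, passing the limit was not always enough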;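 note: z-score of nuclear minus cytoplasmic ring GR-EGFP intensity difference per well; some compounds called inactive have numbers as strong as hits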
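Buffer or medium: tet-free, stripped-serum medium; reagent: dexamethasone at 1.0 µM final, 30 min; incubation: 48 h induction, 1 h compound, 30 min dex at 37 °C; measured by: formaldehyde fixation, Hoechst nuclear stain, 10x automated fluorescence imaging; read-out: nuclear-to-cytoplasmic GR-EGFP distribution per well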
Ins promoter up = MIN6 insulin promoter up-regulation. hit rate 0.3% among 190,000. MIN6 insulin promoter-GFP reporter, high-content imaging; hits give high values. z-score at 5 µM. AID 1625;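 active = z-score above 3 at 5 µM with at least 500 cells counted in the well; inconclusive = wells under 500 cells, flagged as cytotoxic or low count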
WT yeast gro inh mutant strain = recorded beside WT yeast gro inh, whose call it bears; inhibition, %; mitochondrial fusion phenotypic screen, mutant strain inhibition
Dynein cargo inh cytoplasmic EGFP = second read-out of Dynein cargo inh, no call of its own (marks repeat the call); z-score; measured here: cytoplasmic GR-EGFP intensity; hits give high values
Dynein cargo inh nuclear GR-EGFP = further read-out of Dynein cargo inh, marked with its call; z-score; measured here: nuclear GR-EGFP intensity;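 lower value marks the stronger effect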
Dynein cargo inh cell count = second read-out of Dynein cargo inh, no call of its own (marks repeat the call); z-score; measured here: cell count per field
Ins promoter up cell count = recorded beside Ins promoter up, whose call it bears; cell count; measured here: cytotoxicity, nuclei count;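 total cells summed across four imaged fields per well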
Hep lipid drop cells 6.5 µM = also measured in Hep lipid drop; calls as there; cell count; measured here: cell count, cytotoxicity flag;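 cells counted across two imaged fields per well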
b-catenin transl cell count 5 µM = second read-out of b-catenin transl, no call of its own (marks repeat the call); cell count; measured here: cell count, cytotoxicity flag
MT stabilize HCS Hoechst-high % = also measured in MT stabilize HCS; calls as there; % Hoechst-high responders; measured here: nuclear condensation Hoechst responders;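 share of cells brighter than vehicle mean plus two SD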
MT stabilize HCS cytotoxicity % = further read-out of MT stabilize HCS, marked with its call; toxicity, %; measured here: cytotoxicity by cell density;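 0% = mean cell density of plate MIN control wells and 100% = no cells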
Autophagy HCS cell loss 18 h = also measured in Autophagy HCS; calls as there; toxicity, %; measured here: cell loss, nuclei count;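 cell loss after 18 h compound exposure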
An asterisk follows results filed as active; i = inactive; ? = inconclusive; nt = not tested or not shown.

SMILES	MT stabilize HCS	MT stabilize HCS Hoechst-high %	MT stabilize HCS cytotoxicity %	Hep lipid drop	Hep lipid drop cells 6.5 µM	XIAP antagonists	b-catenin transl	b-catenin transl cell count 5 µM	CSM14.1 death rescue	WT yeast gro inh	WT yeast gro inh mutant strain	Autophagy HCS	Autophagy HCS cell loss 18 h	Dynein cargo inh	Dynein cargo inh cytoplasmic EGFP	Dynein cargo inh nuclear GR-EGFP	Dynein cargo inh cell count	Ins promoter up	Ins promoter up cell count
Cc1cc(C)cc(N=Cc2[nH]c3ccc(Br)c(Cl)c3c2O)c1	31*	16*	22*	-1	695	-4.3%	-1.2	1078	-1.6%	5	6	?	nt	-9.1	17	-1.1	-0.037	nt	nt
C=CCn1c(N)c(C(=O)NC2CCCCC2)sc1=S	5.0	2.3	4.7	2	749	-6.0%	0.9	1030	-1.3%	7	2	i	-12	1.2	-0.1	1.2	-1.4	1.5	1217
CCOc1ccc(NC(=O)c2ccccc2O)cc1	3.2	2.2	3.0	-3	722	-9.6%	-1.5	1127	-3.8%	29	8	i	26	-2.2	-0.16	-0.6	3.4	0.43	1142
O=C(COc1cccc(Cl)c1)Nc1ccc(N2CCOCC2)cc1	0.9	0.7	5.8	nt	nt	-6.6%	nt	nt	-1.0%	2	0	i	38	-0.4	-0.086	-0.044	0.25	-0.23	968
NC(=O)Nc1cccc2ccccc12	4.2	2.1	6.4	26	694	-4.0%	-2.0	550	-1.6%	0	10	i	25	0.19	-0.28	0.08	0.91	-0.34	1343
COC(=O)c1cc(NCc2ccccc2F)ccc1N1CCOCC1	2.2	1.2	11	nt	nt	-0.5%	-7.2	1003	-1.3%	6	18	i	11	-0.84	0.067	-0.099	1.6	-2.1	1157
CC(C(=O)Nc1ccc2c(c1)OCCO2)N1CCN(C(=O)c2ccco2)CC1 (stereo not drawn)	1.2	1.5	21	8	788	-13%	nt	nt	-1.3%	-2	-2	i	1	-0.52	0.9	-0.35	0.16	-0.3	971
CCCn1c(C(O)c2cc(OC)ccc2OC)nc2ccccc21 (stereo not drawn)	4.3	1.7	8.6	-4	700	0.6%	nt	nt	-2.3%	-15	-18	i	-7	0.98	-0.21	0.27	-1.1	0.39	1352
Cc1n[nH]c(=O)n1-c1ccc(OCc2ccccc2)cc1	1.4	2.8	4.2	-2	702	-5.1%	2.0	987	-0.9%	4	1	i	1	-0.24	-0.27	0.084	0.17	-0.49	1439
CCC(C)Cn1c(O)cc2nn(-c3nc4ccccc4s3)c(=O)c-2c1C (stereo not drawn)	nt	nt	nt	-14	604	nt	-0.8	1313	nt	nt	nt	nt	nt	-0.32	-0.16	0.68	-0.49	0.21	1045
O=C(Nc1cc(S(=O)(=O)N2CCOCC2)ccc1N1CCCCC1)c1cc(-c2ccccn2)nc2ccccc12	4.9	4.6	0.6	19	652	2.0%	4.4	926	-3.3%	11	-5	i	2	-0.16	-0.36	-0.55	0.01	nt	nt
COc1ccc(C(=O)N/N=C/C2CC=CCC2)cc1OC (stereo not drawn)	3.4	2.9	6.1	18	695	-11%	-1.7	1034	-1.5%	-10	0	i	-2	-0.39	-0.25	-0.14	0.39	0.1	1200
Cc1cc(C)c(C(=O)CN2C(=O)NC3(CCC(C)CC3)C2=O)cc1C (stereo not drawn)	4.9	3.1	15	-37	623	0.2%	6.5	882	-0.4%	-3	-12	i	-16	0.5	-0.13	-0.25	-0.58	-2.8	1299
COc1ccc(S(=O)(=O)Nc2c(C)ccc3nsnc23)cc1OC	2.0	2.5	2.3	-1	776	0.4%	0.6	957	-2.4%	-2	29	i	-50	0.58	-0.18	0.87	-0.059	0.29	1248
O=c1c2cc(Cl)cc(Cl)c2nc2n1CCC2	5.2	1.8	4.3	5	666	-3.8%	-0.7	1149	-0.4%	13	17	i	15	-0.27	-0.33	0.2	0.39	0.09	1343
CCn1nnnc1SCC(=O)N1CCN(c2ccccc2)CC1	nt	nt	nt	10	698	nt	-0.4	1252	nt	nt	nt	nt	nt	0.47	-0.25	0.73	-0.71	1.6	1053
COc1ccc(N2CCN(Cc3cc(=O)oc4ccc5ccccc5c34)CC2)cc1	6.5	5.8	0.2	nt	nt	-3.5%	-1.8	936	0.5%	-36	-27	i	11	-1.1	-0.21	-0.55	0.99	-1.3	1221
O=C(O)C1CCC(=O)N(C2CCCCC2)C1c1ccccc1Cl (stereo not drawn)	nt	nt	nt	4	728	nt	-0.9	1118	nt	nt	nt	nt	nt	0.078	-0.27	-0.18	0.55	-0.16	1474
COc1ccc(Cl)cc1NC(=S)NCCO	2.0	1.0	2.2	31	717	-5.0%	-2.0	1054	0.5%	2	-4	i	18	1.7	-0.26	1.3	-0.68	nt	nt
COC(=O)c1ccc2c(=O)n(-c3ccc(OC)cc3)c(=S)[nH]c2c1	3.8	3.2	1.1	6	689	-7.0%	-6.4	1089	-1.3%	2	8	i	-39	0.67	-0.29	0.45	0.025	0.22	1203
O=C(NCc1ccccn1)C1CC(c2ccc(F)cc2)=NO1 (stereo not drawn)	1.2	1.4	8.8	10	750	-4.7%	nt	nt	-1.0%	-6	-13	i	1	-0.58	-0.22	-0.41	0.31	-0.3	901
CC(NC(=O)c1ccnc(C(C)(C)C)c1)c1ccccc1 (stereo not drawn)	4.9	1.6	4.5	-10	775	-4.1%	1.0	944	0.2%	19	12	i	0	-0.29	-0.21	-0.54	-0.17	-0.48	1209
CNC(=S)N/N=C/C1=CCC2CC1C2(C)C (stereo not drawn)	2.7	2.3	12	13	714	-5.8%	2.3	1089	-2.2%	18	10	i	9	-0.9	-0.24	0.16	0.71	-0.95	1265
COC(=O)c1ccc(C)c(NC(=O)c2c(-c3ccccc3)noc2C)c1	4.4	2.5	8.0	-13	773	-9.4%	-4.4	1072	-1.3%	1	-9	i	10	-0.79	-0.13	-0.32	0.82	0.6	846
CCOC(=O)C1CCN(C(=O)c2ccco2)CC1	2.1	1.9	6.4	nt	nt	1.5%	-11	954	-1.8%	10	18	i	-12	0.91	-0.2	0.63	-0.56	-0.05	1119
Cc1cc(=O)[nH]c(-c2ccccc2)n1	2.5	1.9	5.5	-3	753	-4.6%	-2.8	1119	-3.9%	1	2	i	7	0.88	-0.23	0.74	0.035	-0.18	748
CCN(CC)CCn1c(NCc2ccc3c(c2)OCO3)nc2ccccc21	2.8	1.1	6.4	-32	653	-4.0%	-5.9	1015	-1.5%	10	15	i	12	-0.25	-0.29	-0.17	0.39	-0.69	1423
Cc1c(C(=O)Nc2cccc(C(F)(F)F)c2)oc2ccc(S(=O)(=O)N3CCOCC3)cc12	4.9	2.4	4.2	nt	nt	-1.6%	-0.6	1353	3.6%	-20	-1	i	-10	-0.58	-0.12	0.034	-0.2	-1.3	1405
CCOc1ccc(C2CC(=O)NC3=C2C(=O)CCC3)cc1 (stereo not drawn)	2.6	2.3	5.7	nt	nt	-5.3%	-2.5	967	-0.1%	-8	-12	i	-4	-0.74	-0.13	-0.28	0.62	-1.1	1508
O=C(Cn1c(=O)oc2cc(S(=O)(=O)N3CCCC3)ccc21)NCc1ccccn1	3.4	0.9	9.3	10	615	-4.6%	2.4	1082	nt	8	4	i	2	0.87	-0.19	0.58	0.092	-0.71	1646

Taken from above.
Value for `C=CCn1c(N)c(C(=O)NC2CCCCC2)sc1=S` in Ins promoter up cell count: 1217
Value for `Cc1n[nH]c(=O)n1-c1ccc(OCc2ccccc2)cc1` in MT stabilize HCS Hoechst-high %: 2.8

Following part:
SMILES	MT stabilize HCS	MT stabilize HCS Hoechst-high %	MT stabilize HCS cytotoxicity %	Hep lipid drop	Hep lipid drop cells 6.5 µM	XIAP antagonists	b-catenin transl	b-catenin transl cell count 5 µM	CSM14.1 death rescue	WT yeast gro inh	WT yeast gro inh mutant strain	Autophagy HCS	Autophagy HCS cell loss 18 h	Dynein cargo inh	Dynein cargo inh cytoplasmic EGFP	Dynein cargo inh nuclear GR-EGFP	Dynein cargo inh cell count	Ins promoter up	Ins promoter up cell count
COc1ccc(C2=Nn3c(nnc3-c3ccc(OC)cc3)SC2)cc1	29*	57*	58*	-65	301	0.8%	nt	nt	-2.5%	6	14	i	13	-0.59	-0.19	-0.11	0.6	nt	nt
CCN1/C(=C\C=C(C(C)=O)C(C)=O)Sc2ccccc21	32	1.9	1.4	-4	632	-1.7%	nt	nt	-0.3%	-9	-15	i	11	2.1	2	1.6	-0.79	7.7*	1005*
CC(C)COc1ccc(C(=O)N(Cc2ccco2)C2CCS(=O)(=O)C2)cc1 (stereo not drawn)	2.5	0.6	6.3	nt	nt	0.8%	-4.8	973	nt	-2	-4	i	-7	-0.33	0.32	-0.23	0.74	-1.6	1096
O=C(CCS(=O)(=O)c1ccccc1)Nc1nc(-c2ccccn2)cs1	5.1	5.1	2.7	nt	nt	nt	nt	nt	nt	16	-2	i	20	0.11	-0.23	0.25	-0.06	nt	nt
Cc1nonc1N1CCN(Cc2cn[nH]c2-c2ccc3c(c2)OCO3)CC1	2.6	1.0	3.0	-2	731	-8.5%	-4.3	998	1.6%	-10	-2	i	18	0.19	-0.15	-0.093	-0.33	-0.13	1389
CCOC(=O)CN(C(=O)c1ccccc1[N+](=O)[O-])C(C)(C)C	nt	nt	nt	-11	456	nt	0.2	1261	nt	nt	nt	nt	nt	-0.33	-0.29	-0.24	0.51	-0.04	1094
